Compound activity from PubChem.
IEC-6 tox – counter-screen for KLF5 inhibitors: cytotoxicity in IEC-6 cells. IEC-6 cytotoxicity, luminescence viability. inhibition, % at 5 µM. 290,000 tested, 0.78% active; in the data active means inhibition above about 22%;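 further: 0% = plate median of test compound wells and 100% = cytotoxic reference compound wells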
HSF1 inh – HSF1 inhibition; AID 2098; activity change, negative = inhibition, % at 7.5 µM (by protocol); 300,000 tested, 0.77% active; NIH3T3-HGL HSE-luciferase, MG132-induced, luminescence 8 h; hits give low values;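 active means more than half of replicate wells show activity change below -50%, luminescence cut by over half; inconclusive means some wells, but at most half, below -50%; inactive means no replicate well below -50%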;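 further: luciferase reports HSF-1 transcriptional activity via heat shock element; 0% = median of DMSO wells and -100% = zero luminescence signal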
HSP90 inh – HSP90 refolding inhibition in rabbit reticulocyte lysate; luciferase refolding luminescence, 3 h; inhibition, % at 5.6 µM; 290,000 tested, 0.91% active; AID 1789;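 active means inhibition above the screen-wide mean plus 3 SD, computed separately per campaign, cut at about 16% in these data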;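 further: 0% = DMSO wells and 100% = 60 µM geldanamycin wells; inhibitors lower the luminescence because luciferase stays unfolded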
HIF activator – HIF pathway transcriptional activation; U2OS HRE-luciferase reporter, luminescence; normalized: DMSO 0%, desferrioxamine 100%; activation, % at 7.5 µM (by protocol); 300,000 tested, 0.32% active; AID 1910;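 active means mean activation of at least 10% of the iron chelator positive control signal, with at least half of replicates also reaching 10%; inconclusive means mean and replicate majority disagree about reaching 10%; inactive means mean and most replicates under 10%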
AI-2 QS modul – modulates the Vibrio harveyi AI-2 quorum sensing system | Vibrio harveyi JMH597 AI-2 luminescence/OD600 ratio, 9 h; hits give low values; strain lacks LuxN and CqsS sensors; 0 = neutral-control median | activity change, % at 7.5 µM | 300,000 tested, 0.4% active; in the data active means activity change below about -75%, passing the limit was not always enough; inconclusive means no clear call, values can overlap the other calls;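 further: luminescence divided by OD600 gain over 9 h not by final OD600 alone; inactives centre near 13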
SKKanGAS inh – blocks kanamycin growth of S. pyogenes SKKanGAS strain. BacTiter-Glo, 6 h. inhibition, % at 7.5 µM. 300,000 tested, 1.3% active;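 active means mean replicate score, as percent of positive control median, at least 50; inconclusive means mean below 50 but one replicate at or above 50; inactive means mean and every replicate below 50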;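 further: strain carries kanamycin resistance gene driven by streptokinase promoter and grows in 40 µg/ml kanamycin; loss of luminescence reflects streptokinase promoter inhibition or plain growth inhibition; 0% = median of DMSO wells and 100% = positive control at its reference dose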
Platelet DG rel – platelet dense granule release activity; human platelet-rich plasma, SFLLRN dense granule ATP release, luminescence; inhibition, %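 (compounds screened at 7.5 µM in platelet-rich plasma)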; 300,000 tested, 0.22% active;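 active means mean replicate score, as percent of positive control, at or above 50; inconclusive means mean below 50 but at least one replicate at or above 50; inactive means mean and every replicate below 50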
HSF-1 act – increases HSF-1 driven luciferase reporter signal | NIH3T3-HGL HSF-1 luciferase reporter, MG132, 8 h; 100% = twice DMSO control signal | activation, % at 9 µM | 300,000 tested, 1.7% active;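 active means mean replicate activation of at least 50% with a set share of replicates each reaching 50%; inconclusive means only one of those two conditions met; inactive means mean below 50% and too few replicates reaching it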;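 further: 0% = median of the neutral control wells and 100% = twice that signal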
KLF5 inh – kruppel-like factor 5 inhibition; inhibition, % at 5 µM; AID 1700; DLD-1 KLF5 promoter-luciferase reporter, luminescence; 290,000 tested, 0.23% active;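 active means inhibition above a per-plate limit of that plate's mean compound inhibition plus 3 SD, cut at about 60% in these data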;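 further: 0% = DMSO wells and 100% = LY294002 at 200 µM; higher means less KLF5 promoter-driven luciferase light; inactives centre near -14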
aSyn 5UTR inh – MLPCN primary screen, SNCA 5' untranslated region; 300,000 tested, 0.82% active; alpha-synuclein 5'UTR reporter, inhibitor activity; inhibition, % (tested at 7.5 µM); in the data active means inhibition above about 60%; inconclusive means no clear call, values can overlap the other calls;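 further: H4 neuroglioblastoma cells stably carrying SNCA 5'UTR luciferase fusion; 0% = DMSO wells and 100% = positive control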
Active calls of the source: *; ? = inconclusive; / = not tested or not shown.

SMILES	IEC-6 tox	HSF1 inh	HSP90 inh	HIF activator	AI-2 QS modul	SKKanGAS inh	Platelet DG rel	HSF-1 act	KLF5 inh	aSyn 5UTR inh
O=C(NCc1ccccc1)c1cccnc1	4	-1	9	-1.1	14	4	1	-7	1	-5
O=C(c1ccc2c(c1)OCO2)C1CCCN(Cc2cccn2-c2cccnc2)C1 (centres undefined)	4	4	-2	-0.3	15	7	4	6	11	24
COc1ccc(/C=C/C(=O)NC2CCCCC2C)cc1 (centres undefined)	4	5	-1	1.0	15	-1	-1	-6	-37	-10
Cc1ccc(NC(=O)c2ccc3c(c2)OCCO3)cc1	6	7	20*	-1.7	10	-2	2	34	-43	22
CN(Cc1ccccc1)C(=O)c1nc2ccccn2c1CN1CCCC1c1nccs1 (centres undefined)	1	-7	4	0.9	5	-3	-2	-14	18	0
CCOC(=O)C(C)n1cnc2c(nnn2-c2ccc(C)cc2)c1=O (centres undefined)	1	2	-2	0.7	35	0	0	17	-8	-34
N#CC(c1ccccc1)c1cccc(Cl)n1 (centres undefined)	-2	-4	2	-0.6	-4	1	-7	-5	-12	4
NC(=O)CC(NC(=O)Cc1ccc(Cl)cc1)c1ccc(NC2CCN(Cc3ccccc3)CC2)c([N+](=O)[O-])c1 (centres undefined)	2	14	-3	-1.4	20	1	1	36	-6	3
CCOc1ccc(S(=O)(=O)NN2Cc3ccccc3C2=N)cc1	-3	-3	3	0.4	21	2	-4	-3	-7	6
CC(=O)NC(CC(=O)Oc1ccc(C)cc1Br)c1ccccc1 (centres undefined)	-3	-21	-3	-0.4	-29	-1	1	-38	-3	-5
COc1ccccc1CNC(=O)COC(=O)COc1ccccc1Cc1ccccc1	/	-2	/	-0.4	-9	23	-2	1	/	-11
CCCCNC(=O)CCn1c(=O)c2ccccc2n(Cc2cc(C)ccc2C)c1=O	-3	5	1	-0.4	10	1	0	-5	3	4
O=C(Nc1ccc(Br)cc1)C1CCN(c2cnccn2)CC1	-2	-2	-5	-0.1	8	-1	1	11	-3	5
COc1cc(NS(=O)(=O)c2ccc(NC(C)=O)cc2)cc(OC)c1	4	-6	4	-0.1	19	2	2	7	-38	5
Cc1ccc(NC(=O)c2ccc(C(C)(C)C)cc2)cc1[N+](=O)[O-]	4	20	-6	3.4	28	-5	6	34	-29	-159
COc1ccc(Cc2nnc(SCC(=O)N3CCCC(C)C3)o2)cc1 (centres undefined)	0	-3	1	-1.1	16	-5	-2	-2	-21	-20
CC1CCCCN1S(=O)(=O)c1ccc(-n2cnnn2)cc1 (centres undefined)	11	0	2	0.6	18	-6	/	-16	10	8
Cc1cc(C)n2nc(Nc3ccccc3)cc2n1	10	5	-3	1.0	25	15	-6	4	5	-165
CC(=O)Nc1ccc(NC(=O)c2ccc(NS(=O)(=O)c3cccc4cccnc34)cc2)cc1	2	3	0	0.7	19	-1	6	13	2	5
CC1(C)C(C#N)=C(N)Oc2c1c(=O)oc1ccccc21	3	-9	0	-1.1	5	-2	-1	-5	3	4
CCNS(=O)(=O)c1ccc(CCC(=O)Nc2ccc3c(c2)OCO3)cc1	7	-16	-1	-2.7	24	-2	3	-29	-28	-1
CN1C(=O)CC(N2CCC(C(N)=O)CC2)C1=O (centres undefined)	2	-4	-4	-0.1	15	-2	8	-6	-15	-16
O=C(N/N=C/c1cn(-c2ccccc2)nc1-c1cc2ccccc2o1)c1c[nH]c2ccccc12	9	6	2	1.7	13	?	4	25	-155	-36
O=C1Oc2ccccc2C(=O)/C1=C/N1CCN(c2ccccc2F)CC1	-2	-2	-1	0.5	31	17	-18	7	7	12
CC(=O)Cn1nnc2sc(-c3ccccc3)cc2c1=O	2	0	-4	2.3	3	11	-2	10	-93	-90
COCCSc1ccccc1C(=O)Nc1nccs1	0	-3	-5	0.1	6	5	-5	15	-21	4
COc1ccc(/C=N/Nc2nc3ccccc3c(=O)n2-c2ccccc2)cc1OC	1	-5	3	0.3	11	8	9	8	-21	-45
CC1(C)OC(=CC=Nc2ccc(Cl)cc2)OC1(C)C	8	2	12	-0.2	19	4	3	0	8	103*
CC(=O)C1=C(O)C(=O)N(CCN2CCOCC2)C1c1ccccc1 (centres undefined)	2	/	0	0.4	11	-5	6	/	17	12
COc1ccc(-c2cc(C(F)F)n3ncc(C(=O)Nc4cc(C)on4)c3n2)cc1	-6	-9	-9	-0.2	17	-8	-5	-5	10	30

A second format for some results above.
The line under a structure holds: IEC-6 tox | HSF1 inh | HSP90 inh | HIF activator | AI-2 QS modul | SKKanGAS inh | Platelet DG rel | HSF-1 act | KLF5 inh | aSyn 5UTR inh
> CC1CCCCN1S(=O)(=O)c1ccc(-n2cnnn2)cc1 (centres undefined)
 : 11 | 0 | 2 | 0.6 | 18 | -6 | / | -16 | 10 | 8
> Cc1cc(C)n2nc(Nc3ccccc3)cc2n1
 : 10 | 5 | -3 | 1.0 | 25 | 15 | -6 | 4 | 5 | -165
> CC(=O)Nc1ccc(NC(=O)c2ccc(NS(=O)(=O)c3cccc4cccnc34)cc2)cc1
 : 2 | 3 | 0 | 0.7 | 19 | -1 | 6 | 13 | 2 | 5
> CC1(C)C(C#N)=C(N)Oc2c1c(=O)oc1ccccc21
 : 3 | -9 | 0 | -1.1 | 5 | -2 | -1 | -5 | 3 | 4
> CCNS(=O)(=O)c1ccc(CCC(=O)Nc2ccc3c(c2)OCO3)cc1
 : 7 | -16 | -1 | -2.7 | 24 | -2 | 3 | -29 | -28 | -1
> CN1C(=O)CC(N2CCC(C(N)=O)CC2)C1=O (centres undefined)
 : 2 | -4 | -4 | -0.1 | 15 | -2 | 8 | -6 | -15 | -16
> O=C(N/N=C/c1cn(-c2ccccc2)nc1-c1cc2ccccc2o1)c1c[nH]c2ccccc12
 : 9 | 6 | 2 | 1.7 | 13 | ? | 4 | 25 | -155 | -36
> O=C1Oc2ccccc2C(=O)/C1=C/N1CCN(c2ccccc2F)CC1
 : -2 | -2 | -1 | 0.5 | 31 | 17 | -18 | 7 | 7 | 12
> CC(=O)Cn1nnc2sc(-c3ccccc3)cc2c1=O
 : 2 | 0 | -4 | 2.3 | 3 | 11 | -2 | 10 | -93 | -90
> COCCSc1ccccc1C(=O)Nc1nccs1
 : 0 | -3 | -5 | 0.1 | 6 | 5 | -5 | 15 | -21 | 4
> COc1ccc(/C=N/Nc2nc3ccccc3c(=O)n2-c2ccccc2)cc1OC
 : 1 | -5 | 3 | 0.3 | 11 | 8 | 9 | 8 | -21 | -45

The list continues.
SMILES	IEC-6 tox	HSF1 inh	HSP90 inh	HIF activator	AI-2 QS modul	SKKanGAS inh	Platelet DG rel	HSF-1 act	KLF5 inh	aSyn 5UTR inh
CC(C)NC(=O)c1c(O)c2ccccc2[nH]c1=O	2	-2	0	0.9	0	7	6	-1	-10	-51
CC(=O)N1CCN=C1SCc1cccc(C(F)(F)F)c1	2	6	5	-7.0	25	13	-3	11	12	-15
Cc1cc(C)n(-c2ccc(F)cc2CN2CCN(Cc3ccccc3)C(CCO)C2)n1 (centres undefined)	1	-3	-2	-0.1	12	0	3	-16	-21	25
CN(CC(=O)NCCc1ccc(S(N)(=O)=O)cc1)S(=O)(=O)c1cccc2nsnc12	-7	-11	1	0.0	29	-5	-22	-2	-48	-9
CC(C)CN(C(=O)c1cc2ccccc2o1)c1c(N)n(CC(C)C)c(=O)[nH]c1=O	-4	0	0	-0.4	27	1	2	2	5	29
CCCN1C(=O)C(NS(=O)(=O)c2ccc(N)cc2)(C(F)(F)F)C(C(=O)OC)=C1C (centres undefined)	-3	-8	-1	-0.2	24	2	-4	-15	-2	9
O=C(CCn1c2c(c3ccccc31)CCCC2)NNC(=O)c1ccc(Cl)c([N+](=O)[O-])c1	-8	1	-1	-0.2	14	7	0	0	-6	-17
CC1CCCCC1NC(=O)CCn1ccc2cc(S(=O)(=O)N3CCCC3)ccc21 (centres undefined)	1	15	-1	-0.1	22	50*	4	22	-20	11
Cc1ccc(N(CC(=O)O)S(=O)(=O)c2cccc3nonc23)cc1	4	-4	-2	0.5	25	-1	3	4	-12	13
Cc1ccc(NC(=O)c2ccccc2O)cc1	-17	41	7	1.3	-9	2	16	82*	-141	-37
CN(Cc1c(F)cccc1Cl)C(=O)CNC(=O)c1cccs1	-4	13	1	1.6	6	-1	-5	34	-78	-24
CC(OC(=O)Cc1n[nH]c(=O)c2ccccc12)C(=O)Nc1ccc(F)cc1 (centres undefined)	/	-3	/	-0.4	12	3	-3	7	/	16
O=C(CSCc1cnn(-c2ccccc2)c1-n1cccc1)NCCN1CCOCC1	-4	-5	-2	-0.1	51	2	-1	2	-13	15
COC(=O)c1ccc([C@@H](O)[C@H](C)C(=O)CC(=O)OC(C)(C)C)cc1	2	-7	-8	-0.1	3	0	1	-7	6	-18
Cc1ccc(S(=O)(=O)Nc2ccc(C(N)=O)cc2)cc1[N+](=O)[O-]	2	-1	-1	0.1	6	-7	-7	10	9	-20
CCc1ccc(N(C(=O)c2ccco2)C(C(=O)NC2CCCC2)c2ccco2)cc1 (centres undefined)	-8	25	-2	1.0	-10	3	9	3	16	-15
CC/C(C)=N/Nc1ccc(S(=O)(=O)N2CCCC2)cc1[N+](=O)[O-]	-2	10	5	-2.1	-2	4	8	31	-27	-4
CCN1/C(=c2/s/c(=C3/C(=O)N(c4ccccc4)N=C3C)n(CC)c2=O)C=Cc2ccccc21	/	-9	/	-0.3	22	3	5	3	/	10
Cn1c(SCC(=O)N2CCc3ccccc32)nnc1C1CC1	0	17	-1	0.1	1	-6	2	14	4	5
CC(Cc1c[nH]c2ccccc12)NC(=O)OCCCl (centres undefined)	8	2	0	-0.4	11	3	-1	-10	-37	-19
C#CCN(C#N)c1nc(NCC)nc(NC(C)C)n1	-4	-11	-2	-0.6	8	-3	-1	6	-22	33
O=C(CSc1nnc(CNC(=O)c2ccccc2F)o1)Nc1ccc2c(c1)OCCO2	10	-12	5	-25	42	-2	1	4	-9	7
CC(=O)NS(=O)(=O)c1cccnc1Nc1ccc(Cl)cc1	-3	-4	-3	-0.2	19	3	-13	13	-3	18
CCC(C)c1ccccc1NC(=O)c1cc2cccc([N+](=O)[O-])c2[nH]1 (centres undefined)	2	-2	3	0.5	/	25	2	15	8	26
C[C@@]12CCC=C[C@H]1[C@H](c1ccoc1)N(Cc1ccccc1)C2=O	/	3	/	0.1	8	-2	2	3	/	16
COc1cccc(CNC(=O)COC(=O)C2CC3CCCC(C2)C3=O)c1 (centres undefined)	/	-6	/	0.2	3	-6	-22	1	/	-14
